# TrxR1 substrate: qHTS Assay for Substrates of Mammalian Selenoprotein Thioredoxin Reductase 1 (TrxR1): qHTS; 0.01% of 390,000 active; purified TrxR1 substrate turnover, NADPH consumption readout; AID 588456, 2011; Potency, µM (doses to about 114 µM), inactives show at the top dose activity change, negative = substrate turnover; Thioredoxin reductase 1, cytoplasmic (Rattus norvegicus), O89049; note: potency is the fitted concentration of half-maximal effect; % is set by controls: 0 for no effect and ±100 for the full control effect; nearly all actives have a fitted effect of over 50% in size
#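 Rat TrxR1, dispensed at 90 nM, was prereduced with 400 uM NADPH (final) for 5 min at ~22 deg C, then incubated with compound 15 min before 400 uM selenite. A first-read NADPH fluorescence drop versus no-compound background flagged substrates.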
# PGK inhibitor: qHTS Assay to Find Inhibitors of Phosphoglycerate Kinase; PGK/GAPDH coupled, Kinase-Glo luminescence, 60 min; Potency, µM (top dose mostly 57.5 µM), for the others: at the highest dose activity change, negative = inhibition, hits mostly inhibitors; Phosphoglycerate kinase, glycosomal (Trypanosoma brucei brucei), P07378; AID 602233, 2012; 0.043% of 380,000 active; note: potency is the fitted concentration of half-maximal effect; % is set by controls: 0 for no effect and ±100 for the full control effect; nearly all actives have a fitted effect of over 60% in size
# Target sequence (P07378 whole entry, looked up): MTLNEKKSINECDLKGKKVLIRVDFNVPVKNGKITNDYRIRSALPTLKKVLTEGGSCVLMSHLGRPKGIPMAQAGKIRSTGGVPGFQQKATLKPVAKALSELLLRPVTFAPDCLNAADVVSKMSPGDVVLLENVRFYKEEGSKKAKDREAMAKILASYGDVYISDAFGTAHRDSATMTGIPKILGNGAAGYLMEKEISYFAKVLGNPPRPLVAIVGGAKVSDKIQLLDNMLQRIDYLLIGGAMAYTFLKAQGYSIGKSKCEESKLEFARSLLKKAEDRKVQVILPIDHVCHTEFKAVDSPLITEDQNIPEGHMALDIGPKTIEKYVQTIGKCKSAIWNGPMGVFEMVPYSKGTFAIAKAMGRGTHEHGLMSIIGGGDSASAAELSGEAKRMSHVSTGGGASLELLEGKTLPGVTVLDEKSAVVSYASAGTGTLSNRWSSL
#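 Recombinant glycosomal PGK reaction used 1,3-bisphosphoglycerate generated in-well by GAPDH (100nM final) in 100mM TEA pH 7.6, 5mM MgCl2, 0.01% Tween-20. After 60 minutes at room temperature, ATP was read by Kinase-Glo Plus luminescence end-point.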
# USP1-UAF1 inh: Inhibitors of USP1/UAF1: Primary Screen. Ubiquitin carboxyl-terminal hydrolase 1 (Homo sapiens), O94782. recombinant USP1/UAF1, Ub-Rhodamine cleavage fluorescence. Potency, µM (doses to about 57.1 µM), inactives show top-dose activity change, negative = inhibition, usual class: inhibitors. 0.23% of 390,000 active; note: potency is the fitted concentration of half-maximal effect; % is set by controls: 0 for no effect and ±100 for the full control effect; nearly all actives have a fitted effect of over 60% in size; inactives centre near -12
#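 USP1/UAF1 complex (1 nM) preincubated 15 min at room temperature with compound, then Ub-Rho substrate (150 nM final) added. Kinetic fluorescence at 480/540 nm over 6 reads at 60 s intervals; 50 mM HEPES pH 7.8, 0.5 mM EDTA, 0.1 mg/ml BSA, 1 mM TCEP, 0.01% Tween-20.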
# mIDH1 inhibitor: qHTS for Inhibitors of mutant isocitrate dehydrogenase 1 (IDH1): qHTS; Potency, µM (highest dose often 76.6 µM), for the others: at the highest dose activity change, negative = inhibition, hits mostly inhibitors; AID 602179, 2012; Isocitrate dehydrogenase [NADP] cytoplasmic (Homo sapiens), O75874; IDH1-R132H enzyme, NADPH consumption, diaphorase/resazurin fluorescence; 0.093% of 390,000 active; note: potency is the fitted concentration of half-maximal effect; % is set by controls: 0 for no effect and ±100 for the full control effect; nearly all actives have a fitted effect of over 65% in size
#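 IDH1-R132H (0.5 ug/mL) preincubated 30 min with compound, then NADPH (0.016 mM) and alpha-KG (2 mM) added; 80 min at RT, pH 7.5. Remaining NADPH coupled via diaphorase/resazurin to fluorescence (540/590 nm); concentration-response curves normalized to no-enzyme control.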
# GLS inh: qHTS for Inhibitors of Glutaminase (GLS); Glutaminase kidney isoform, mitochondrial (Homo sapiens), O94925; GLS enzymatic activity, qHTS titration; Potency, µM (series often up to 45.5 µM), inactives show top-dose activity change, negative = inhibition, hits mostly inhibitors; 0.21% of 410,000 active; AID 624170, 2012; note: potency is the fitted concentration of half-maximal effect; % is set by controls: 0 for no effect and ±100 for the full control effect
#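 hKGA in 45 mM KH2PO4 (pH 8.2), 0.02% Tween-20 with compound, then 1mM L-Glutamine (stock as added) plus glutamate oxidase/HRP/Amplex red coupling mix. Fluorescence read initially and after 30 min at RT; signal change reflects glutamate formation.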
# PI4K2A inh: qHTS for small molecular inhibitors of PI4K2A; Phosphatidylinositol 4-kinase type 2-alpha (Homo sapiens), Q9BTU6; purified PI4K2A, ADP-Glo luminescence, 1 h; stronger effect = lower value; activity change, negative = inhibition, % at 76.9 µM; 0.13% of 420,000 active; AID 1346378, 2018; in the data active = activity change below about -50%; inconclusive = mostly about -30% to -49%;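 note: -100% = wells without enzyme as full effect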
# Target sequence (Q9BTU6 whole entry, looked up): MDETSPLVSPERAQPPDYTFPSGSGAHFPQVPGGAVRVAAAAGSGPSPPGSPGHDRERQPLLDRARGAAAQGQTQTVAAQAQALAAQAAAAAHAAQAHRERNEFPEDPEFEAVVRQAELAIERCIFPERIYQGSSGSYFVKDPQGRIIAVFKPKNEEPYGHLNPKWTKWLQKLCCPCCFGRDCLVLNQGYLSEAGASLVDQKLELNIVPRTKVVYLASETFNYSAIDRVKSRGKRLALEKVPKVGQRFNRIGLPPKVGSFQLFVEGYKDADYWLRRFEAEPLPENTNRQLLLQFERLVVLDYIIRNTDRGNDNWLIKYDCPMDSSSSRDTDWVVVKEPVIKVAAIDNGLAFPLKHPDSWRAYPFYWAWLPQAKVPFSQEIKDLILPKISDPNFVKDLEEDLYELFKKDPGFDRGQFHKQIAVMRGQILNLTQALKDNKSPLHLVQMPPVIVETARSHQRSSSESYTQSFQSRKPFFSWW
#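 ADP-Glo luminescence measured ADP generated by PI4K2A enzyme (4 ug/mL before mixing) with 1.2 mM PI substrate (pre-mix) and 300 microM ATP (pre-mix). Tris pH7.5 buffer with MgCl2, Triton X-100; 1 h reaction at ambient temperature.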
# Pin1 inhibitor: qHTS Assay to Find Inhibitors of Pin1; Peptidyl-prolyl cis-trans isomerase NIMA-interacting 1 (Homo sapiens), Q13526; Pin1 FP peptide displacement, HiFluor488, 10 min; Potency, µM (series often up to 115 µM), for the others: at the highest dose activity, negative = inhibition, actives largely listed as inhibitors; 0.009% of 390,000 active; AID 504891, 2011; active = well fitted inhibition curve with a large enough effect in the polarisation, with a control signal flat, not every such curve was filed as active; inconclusive = small, poorly fitted or top-dose-only effect, or effect the other way, or a change in a side signal; inactive = no such curve, though single readings can be large or run the other way; the % refers to the polarisation; note: potency is the fitted concentration of half-maximal effect; % is set by controls: 0 for no effect and ±100 for the full control effect
# HP1b binding inh: HTS for Inhibitors of HP1-beta Chromodomain Interactions with Methylated Histone Tails | Chromobox protein homolog 1 (Homo sapiens), P83916 | AlphaScreen HP1-beta / biotin-H3K9me3 peptide binding | Potency, µM (titrated, usually from 114 µM), for inactives: at the highest dose activity change, negative = inhibition, usual class: inhibitors | 0.56% of 390,000 active | AID 540317, 2011; note: potency is the fitted concentration of half-maximal effect; nearly all actives have a fitted effect of over 70% in size; inactives centre near 23
#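 AlphaScreen: HP1-beta (50 nM) preformed 30 min with biotin-H3(1-18)K9me3 peptide (50 nM) in PBS pH 7.4, 0.01% Tween-20. Compound added for 30 min at RT, then streptavidin donor/nickel chelate acceptor beads (10 ug/mL) for 30 min.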
# rTrxR1 inhibitor: qHTS Assay for Inhibitors of Mammalian Selenoprotein Thioredoxin Reductase 1 (TrxR1): qHTS. Thioredoxin reductase 1, cytoplasmic (Rattus norvegicus), O89049. recombinant rTrxR1, NADPH fluorescence consumption, selenite substrate. Potency, µM (highest dose often 114 µM), for inactives: at the highest dose activity change, negative = inhibition, usual class: inhibitors. 1% of 390,000 active. AID 588453, 2011; note: potency is the fitted concentration of half-maximal effect; % is set by controls: 0 for no effect and ±100 for the full control effect; nearly all actives have a fitted effect of over 65% in size
#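 Rat TrxR1 (90 nM in the dispensed reagent) was pre-reduced with 400 uM NADPH for 5 min at room temperature, then incubated with compound for 15 min. After 400 uM selenite was added, NADPH fluorescence (Ex 340/Em 450 nm) was followed for 8 min.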
# An asterisk follows results filed as active; i = inactive; ? = inconclusive; / = no result given; [ ] = dose if it differs, or a comment. Unless noted, calls come from the whole dose curve; as a rule, active = well fitted curve in the direction sought with a large enough effect; inconclusive = small, poorly fitted or top-dose-only effect, or another doubt; inactive = no such curve, though single readings can be large; an effect the other way counts as inactive or inconclusive.
molecule	PI4K2A inh	mIDH1 inhibitor	GLS inh	Pin1 inhibitor	TrxR1 substrate	HP1b binding inh	rTrxR1 inhibitor	USP1-UAF1 inh	PGK inhibitor
CC(CNC(=O)c1ccc2c(c1)nc1n2CCCCC1)c1ccccc1 (centres undefined)	1	24%	5%	-4%	0%[57.1 µM]	17%[57 µM]	16%[57.1 µM]	?	0%
COc1ccc(C(c2c(O)cc(C)oc2=O)c2c(O)cc(C)oc2=O)cc1	6	12%	0%	-3%	-4%	23%	?	-4%	i
O=C(OCc1cccc(C(F)(F)F)c1)c1cc(S(=O)(=O)N2CCOCC2)ccc1F	-11	8%	2%	3%	-8%	48%[activator]	25%	-4%	-2%
Cc1c(NC(=O)CSc2nc3ccc(Cl)cc3[nH]2)c(=O)n(-c2ccccc2)n1C	0	0%	8%	3%	-4%	18%	-3%	-13%	2%
CCN(CC)S(=O)(=O)c1ccc(N2CCOCC2)c(NC(=O)c2cccc3c(=O)c(C)c(-c4ccccc4)oc23)c1	-8	0%	9%	8%	3%	18%	28%	0%	1%
CCN(Cc1ccccc1)C(=O)c1cccc(S(=O)(=O)N2CCN(Cc3ccccc3)CC2)c1	-3	0%	-3%	3%	-5%	-1%	14%	-12%	0%
O=C(Nc1cccc2c1C(=O)NC2=O)c1cccc(N2C(=O)CCC2=O)c1	-8	-1%	-3%	-7%	30%	38%	13%	-1%	-7%
COc1ccc(NC(=O)[C@H](C)NC(N)=O)cc1S(=O)(=O)Nc1cc(C)ccc1Br	1	-4%	6%	-6%	-5%	8%	13%[57.1 µM]	1%	i
COc1ccc(NC(=O)c2c(NCc3cccc(OC)c3)sc3c2CCC3)cc1	-4	40%[activator]	?	9%	-2%[57.1 µM]	-6%	2%[57.1 µM]	-19%	-9%
O=C(COC(=O)c1ccc(-n2cnnn2)cc1)c1ccc(Br)cc1	1	-2%	3%	-1%	-2%	29%	-2%	-12%	6%
O=C(NC(=S)Nc1ccc(NC(=O)c2cccs2)cc1)c1ccc([N+](=O)[O-])cc1	3	5%	0%	-2%	-10%	14%	-16%	-6%	-4%
CCN(CC)C(=S)SCC(=O)Nc1ccc(F)cc1	4	9%	10%	3%	-2%	59%	-4%	-5%	i
Cc1c(C(=O)NCCCN2CCCC2=O)oc2c(Cl)cccc12	4	-5%	-2%	0%	5%	22%	10%	-17%	i
O=C(CCSc1ccccc1)Nc1nc2c(s1)COc1ccccc1-2	3	-3%	12%	2%	-3%	40%[activator]	-2%	-1%	-2%
COc1cc(CC(=O)OCC(=O)N2CCN(C(=O)c3ccco3)CC2)cc(OC)c1OC	2	-5%	-2%	0%	1%	39%[activator]	10%	-12%	i
CCCC(=O)Oc1ccc(C2NC(=O)c3ccccc3O2)cc1 (centres undefined)	11	8%	1%	2%	11%[57.1 µM]	22%	15%[57.1 µM]	-13%	9%
CCCn1nnnc1SCC(=O)NCc1ccc(OC)cc1	-1	17%	10%	-3%	-5%	13%	2%	-5%	i
CCN(CC)CC(=O)Nc1ccc2c(c1)Nc1ccccc1CC2	0	14%	6%	-7%	-8%	-33%	-15%	-20%	4%
COc1ccc(NC(=O)c2c(C)oc3ccc(O)c(CN4CCCC(C)C4)c23)cc1 (centres undefined)	-1	-9%	26%	5%	-2%	13%	8%	-19%	6%
CN(CC(=O)Nc1cccc(F)c1)C(=O)Cn1cnc2c1c(=O)n(C)c(=O)n2C	-2	-9%	3%	-7%	2%	20%	12%[57.1 µM]	-6%	8%
Cc1ccc2c(c1)N(CC(=O)NCc1cccs1)C(=O)C(C)O2 (centres undefined)	-1	1%	2%	-2%	1%	65%[activator]	13%	-1%	5%
COCCSc1nc(N)c2c3c(sc2n1)CN(C)CC3	-3	0%	-18%	2%	75%[activator]	25%	?	-8%	3%
C=CCNC(=O)c1ccc2nc(Cc3ccc(OC)cc3)oc2c1	-4	0%	0%	-2%	-1%	27%	-15%	-16%	-4%
CCCCCC(=O)N1C[C@@H](n2cc(COC(=O)c3ccccc3)nn2)[C@H](O)C[C@@H]1c1ccc(Cl)cc1	7	-7%	-4%	/	/	/	/	-9%	-3%
O=C(NC1CCCC1)c1cc2ccccc2o1	6	11%	-4%	-2%	-9%	27%	-5%	-10%	i
CCC(CC)c1nnc(NC(=O)CCN2C(=O)c3ccccc3C2=O)s1	-1	-2%	-3%	-11%	5%[57.1 µM]	22%	10%[57.1 µM]	-12%	-5%
CC(=NNC(=S)N1CCC1)c1ccccn1	-60*	4%	29%	-1%	-5%	15%	7.1µM*	0%	-3%
COC(=O)c1ccc(/C=C2\SC(=S)N(CCCC(=O)NCCCN3CCOCC3)C2=O)cc1	0	5%	-5%	11%	-11%[57.1 µM]	71µM*	30%[57.1 µM]	-17%	i
O=C1c2ccsc2SCCN1Cc1c(Cl)cccc1Cl	-6	12%	9%	-1%	15%[57.1 µM]	7%	28%[57.1 µM]	-8%	-1%
O=C(O)c1ccc(N2CCOCC2)c(N2C(=O)C3C4C=CC(C4)C3C2=O)c1 (centres undefined)	-1	13%	-4%	-5%	5%	26%	10%	-21%	-5%
COc1ccc(CCNC(=O)c2cc(COc3c(F)cccc3F)on2)c(OC)c1	4	2%	-4%	-5%	0%	49%[activator]	6%	-21%	-4%
CCOc1ccc(CCNC(=O)c2cc3c(=O)n(C)c4ccccc4c3s2)cc1OCC	0	-1%	7%	0%	0%	29%	3%	-10%	6%
Cn1c(SCC(=O)Nc2ccc(N3CCOCC3)cc2)nnc1-c1ccccc1F	-11	-7%	-6%	2%	-14%	11%	21%[0.0914 µM]	-8%	-2%
COc1ccccc1CNC(=O)COC(=O)c1nc(Cl)ccc1Cl	3	0%	9%	-1%	-6%	12%	3%	-5%	1%
CN(C)/C=C/C(=O)c1nnn(C2CCCCC2)c1NC1CCCCC1	0	5%	7%	?	0%	0%	16%	-17%	/
CCOc1ccc2nc(N(CCN(C)C)C(=O)/C=C/c3cccs3)sc2c1	-2	1%	-5%	0%	2%	31%	18%	-23%	i
CC(C)C1Cc2[nH]c(=O)c(C(=O)O)cc2CO1 (centres undefined)	-3	-2%	10%	-10%	13%	16%	12%	-10%	4%
CC(C)(C)NC(=O)CSc1nnc(-c2c[nH]c3ccccc23)o1	-1	5%	0%	0%	0%	25%	14%	-22%	-9%
COc1ccccc1C(=O)NCCC(=O)NCC(C)(C)N1CCOCC1	0	1%	-16%	-1%	7%	17%	16%	-10%	-1%
S=C(NCc1ccccn1)Nc1ccc(Cl)c(Cl)c1	4	2%	-1%	-3%	-8%	17%	-16%	-14%	i
CCOC(=O)N1CCC(N(CCOC)C(=S)Nc2cccc(SC)c2)CC1	4	-9%	-3%	-2%	0%	20%	18%	-28%	-10%
O=[N+]([O-])c1ccccc1NCCNS(=O)(=O)c1ccc(Cl)cc1	1	5%	-4%	9%	5%	-13%	12%	-3%	1%
O=C(CSc1nc2c(c(=O)n1-c1ccc(F)cc1)SCC2)NCC1CCCO1 (centres undefined)	6	9%	0%	2%	3%[57.1 µM]	17%	-2%[57.1 µM]	-12%	i
COc1cccc(CN(C)C(=O)CNC(=O)c2ccc(-c3ccccc3)cc2)c1OC	-21	1%	4%	1%	0%	0%	5%	-13%	-2%
CC(C)CCN(C(=O)CCCSc1nc2ccccc2[nH]1)c1c(N)n(Cc2ccccc2)c(=O)[nH]c1=O	-1	12%	-5%	?	10%	53%[activator]	21%	-19%	-7%
O=c1ccc2[n+]([O-])c3ccc(O)cc3oc-2c1	-5	?	?	/	-5%	?	?	-21%	-21%
Cc1ccc(NC(=O)CCN2C(=O)CSC2=O)c(C)c1	7	4%	3%	2%	-6%	25%	-12%	-6%	-4%

# Assay outcomes (PubChem)

# An excerpt; count on the stated rates, not on these rows.
